Source: PubChem
TEAD-YAP block – TEAD-YAP interaction inhibition | HEK-TIYL cells, TEAD-Gal4/YAP UAS-luciferase luminescence | inhibition, % at 9.12 µM | 640,000 tested, 1.4% active | AID 1259422; in the data active means inhibition above about 32%;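 further: 0% = median of test compound wells and 100% = reference inhibitor wells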
MITF inh – human MITF inhibition, primary screen. O75030. AlphaScreen MITF homodimerization, bead proximity signal. inhibition, % at 2.6 µM. 650,000 tested, 0.91% active. AID 1259374; in the data active means inhibition above about 50%;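 further: 0% = vehicle wells with protein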
Target sequence (O75030 whole entry, looked up): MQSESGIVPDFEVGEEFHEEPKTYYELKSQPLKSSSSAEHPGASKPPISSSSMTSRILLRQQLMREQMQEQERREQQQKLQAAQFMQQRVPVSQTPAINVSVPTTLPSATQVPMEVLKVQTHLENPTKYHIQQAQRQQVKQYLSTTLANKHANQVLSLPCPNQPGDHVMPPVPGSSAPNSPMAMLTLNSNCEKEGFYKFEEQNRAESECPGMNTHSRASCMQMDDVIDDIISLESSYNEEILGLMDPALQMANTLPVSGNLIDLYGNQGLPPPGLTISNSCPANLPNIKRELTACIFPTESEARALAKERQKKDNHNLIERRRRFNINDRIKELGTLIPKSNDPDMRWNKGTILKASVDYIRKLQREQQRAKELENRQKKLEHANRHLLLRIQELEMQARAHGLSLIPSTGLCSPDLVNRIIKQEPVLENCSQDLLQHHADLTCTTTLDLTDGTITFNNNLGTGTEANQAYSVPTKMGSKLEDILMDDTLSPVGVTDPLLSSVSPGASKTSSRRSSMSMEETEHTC
GPR151 ag – human GPR151 activation; Q8TDV0; PathHunter beta-arrestin GPR151 cells, luminescence; activation, % at 11.2 µM; 650,000 tested, 1% active; AID 1508602; in the data active means activation above about 4.9%;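 further: 0% = median of compound wells and 100% = cells with positive control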
Target sequence (Q8TDV0 whole entry, looked up): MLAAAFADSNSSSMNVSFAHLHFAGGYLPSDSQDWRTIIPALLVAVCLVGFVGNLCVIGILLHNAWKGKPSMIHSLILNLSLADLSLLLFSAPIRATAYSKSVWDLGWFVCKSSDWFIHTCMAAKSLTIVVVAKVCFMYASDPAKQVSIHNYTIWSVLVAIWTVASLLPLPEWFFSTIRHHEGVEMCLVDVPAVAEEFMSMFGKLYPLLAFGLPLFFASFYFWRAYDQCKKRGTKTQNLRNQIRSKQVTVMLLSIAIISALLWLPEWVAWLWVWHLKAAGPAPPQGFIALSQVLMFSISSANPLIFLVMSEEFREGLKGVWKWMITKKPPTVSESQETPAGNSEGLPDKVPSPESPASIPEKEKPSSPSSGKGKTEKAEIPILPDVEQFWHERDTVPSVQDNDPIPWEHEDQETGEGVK
FBW7 act – human FBW7 E3 ligase activation, primary screen; Q969H0; AlphaScreen FBW7–phospho-cyclin E peptide binding, activator screen; normalized activity (activation), % at 26.1 µM; 650,000 tested, 0.13% active; AID 1259310; in the data active means normalized activity above about 1.9%;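 further: purified mutant Fbw7 with reduced substrate affinity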
Starred values were filed as active, the others as inactive; . = no result given.

canonical_smiles	TEAD-YAP block	MITF inh	GPR151 ag	FBW7 act
CCOc1ccc(NC(=O)C2CCN(c3c(N4CCCC4)c(=O)c3=O)CC2)cc1	4	-2	-0.6	0.1
COc1ccc(Nc2nc3ccccc3n3nnnc23)cc1OC	3	-7	0.9	0.4
COC(=O)CSc1nc2c(c(=O)[nH]1)C(C1CCCC1)Cc1ccccc1-2 (stereo not given)	18	14	-0.8	0.1
COc1ccc(C2=NOC(C(=O)N3CCN(C)CC3)C2)cc1 (stereo not given)	1	-7	-0.3	-0.1
CC(=O)c1c(C)oc2c1c1c(c3ccccc32)OCN(CCC(C)C)C1	2	2	0.4	-0.5
CC1CC(C)CN(C(=O)CSc2nc3ccccc3n2CC(=O)N2CCOCC2)C1 (stereo not given)	3	22	0.7	0.0
CCOC(=O)c1c(C2CC2)csc1N	0	-1	-0.6	1.2
CN(C(=O)CN1C(=O)NC2(CCCCC2)C1=O)C(c1ccccc1)c1ccccc1	3	-2	2.2	0.1
COc1ccc(N2C(=O)CSC2c2ccccc2[N+](=O)[O-])cc1Cl (stereo not given)	0	6	0.3	-0.2
CN(C)C(=O)NC(NC(=S)Nc1cccc([N+](=O)[O-])c1)C(Cl)(Cl)Cl (stereo not given)	3	22	-0.5	0.0
COc1ccc(Cl)cc1NC(=O)N1CCc2ccccc21	-12	14	0.8	0.9
N#Cc1ccsc1NC(=O)c1cccc(Br)c1	-22	-2	-1.7	0.0
CCOc1ccc(NC(=O)C2NC(=O)CC2c2ccccc2)cc1 (stereo not given)	-3	23	-3.3	0.2
O=C(Nc1cccc2ccccc12)c1ccccc1I	4	-1	1.5	0.0
O=C1CC(c2ccco2)c2ccc3ccccc3c2N1 (stereo not given)	4	13	-0.1	-0.3
Cc1ccc(Nc2nc(-c3ccncc3)cs2)c(C)c1	-74	0	1.7	-0.1
CCCc1nc2ccccc2n1CC(O)COc1cccc(Cl)c1 (stereo not given)	-9	-3	1.7	-0.3
O=C(COc1ccc(Cl)cc1)Nc1ccccc1C(=O)O	-23	-7	-1.7	0.4
COc1cc(C(=O)OCC(=O)NCCc2ccc(F)cc2)cc(Br)c1O	11	15	-0.7	0.0
COC(=O)c1ccccc1NC(=O)c1ccoc1C	2	7	1.0	0.0
Cc1ccc(/C=C/C(=O)Nc2ncccn2)cc1	7	-5	-5.0	0.1
COc1ccc(-c2cc(C(F)(F)F)nc(-n3cc([N+](=O)[O-])c(C(N)=O)n3)n2)cc1	0	-3	-0.5	-0.1
COC(=O)c1cccc(NC(=O)/C(=C\c2ccco2)NC(=O)c2ccco2)c1	7	13	5.5*	0.1
Cc1cc(NC2CCN(Cc3ccccc3)CC2)nc(-c2ccc(N3CCOCC3)nc2)n1	-10	12	0.0	0.0
Cc1oc2cc([N+](=O)[O-])c(O)c([N+](=O)[O-])c2c1C(=O)c1ccccc1	-9	7	0.4	0.4
Cn1c(=O)[nH]c(=O)c2c1nc(N1CCCCC1)n2CCO	11	7	0.9	-0.1
CC(=O)NC1C(OCc2ccccc2)OC(CO)C(O)C1OCc1ccccc1 (stereo not given)	3	-7	-0.1	0.4
CCCCCCCCCCCCCCCCOC[C@H](COP(=O)(O)OCCCCCC[N+](C)(C)C)OC(C)=O	.	-16	2.0	.
CC(=O)c1ccc(NC(=O)Nc2ccncc2)cc1	-10	-4	0.1	0.3
CCC(=O)N1c2ccccc2-c2nnc(SC)nc2OC1c1ccccc1F (stereo not given)	12	-3	-0.7	0.9
O=C(NN1C(=O)C2C3C=CC(C4CC34)C2C1=O)c1ccc(Br)cc1 (stereo not given)	16	13	-0.6	1.6
CC(=O)c1c(C)[nH]c(C(=O)COC(=O)c2csc3c2CCCC3)c1C	4	3	-0.8	0.1
Cc1cc(NCCN2CCOCC2)nc(NCCCN2CCCC2=O)n1	-13	11	0.0	-0.1
COc1ccc(CC(=O)NCCN2CCN(c3ccccc3F)CC2)cc1OC	11	4	0.2	0.1
O=C(NCc1cccc(C(F)(F)F)c1)c1ccnc(NCc2ccc3c(c2)OCO3)c1	12	25	-2.7	0.4
CC1=NN(c2ccc(C)c(C)c2)C(=O)/C1=C/c1c(C)[nH]n(-c2ccccc2)c1=O	1	-2	0.1	-0.1
COc1cc([N+](=O)[O-])ccc1NC(=O)c1cc(I)ccc1Cl	-1	4	0.0	-0.1
COCCNC(=O)c1ccc2c(=O)n(Cc3ccc(Cl)cc3)c(=S)[nH]c2c1	-1	14	-1.7	0.3
O=C(NC1CCN(Cc2ccccc2)CC1)c1ccc2nc(N3CCc4ccccc4C3)sc2c1	-5	1	2.0	-0.1
CCOc1ccc(/C(O)=C2/C(=O)C(=O)N(CCCN3CCOCC3)C2c2ccc(F)cc2)cc1C (stereo not given)	-7	-6	0.3	-0.1
N#C/C(=C(/O)COc1ccccc1)c1nnc2n1CCCCC2	2	-5	-1.0	-0.2
CC(C)CCN1CCC2(CC1)CC2C(=O)N1C[C@@H](C)O[C@@H](C)C1 (stereo not given in full)	8	-1	0.2	0.2
CCCCc1nc2ccccc2n1CC	2	-15	-0.5	-0.2
Cc1cc(C)cc(CC(C(=O)Nc2ccccc2I)C(C)C(=O)O)c1 (stereo not given)	-18	0	0.6	0.0
O=C(CNC(=O)/C(=C/c1cccc([N+](=O)[O-])c1)NC(=O)c1ccco1)OCc1ccccc1	4	-1	2.5	-0.3
CN(C)c1ccc(/C=N\NC(=O)c2ccccn2)cc1	11	3	-6.1	-0.2
CCCCC(=O)NC1(C(F)(F)F)C(=O)Nc2c1c(=O)[nH]c(=O)n2-c1ccc(C)c(C)c1 (stereo not given)	-1	1	0.0	0.0
CCN(C)C(=O)c1ccc(N2CC3CC(C2)c2cccc(=O)n2C3)c(NC(=O)c2cc(OC)ccc2Br)c1 (stereo not given)	-1	10	-2.2	-0.1
Cc1ccc(S(=O)(=O)N(CC2CO2)c2cccc([N+](=O)[O-])c2)cc1 (stereo not given)	7	-1	0.9	-0.1
Cc1ccc(N2C(=O)N(CC(=O)c3cc(C)n(CC4CCCO4)c3C)C(=O)C2C)cc1 (stereo not given)	-4	6	-0.4	0.1
CSc1ccc(CCNC(=O)CSc2ccsc2[N+](=O)[O-])cc1	-7	14	-1.2	0.8
CC(=O)N1CCC(N(C(=S)Nc2ccc(Cl)c(C)c2)C(C)C)CC1	-5	-3	0.4	-0.1
C=CCn1c2ccccc2n2c(C(=S)Nc3ccccc3)c(-c3ccc(OC)cc3)nc12	-13	-1	0.4	0.0
CC(=O)N/C(=C\c1ccc(F)cc1)C(=O)OC(C)C	2	2	0.4	-0.1
Cn1c(=O)c2nc3c(nc2n(C)c1=O)[nH]c1ccccc13	-2	1	1.5	0.0
COC(=O)c1ccccc1NC(=O)CSc1nc2c(sc(=S)n2Cc2ccco2)c(=O)n1-c1ccc(F)cc1	-8	-5	-1.2	-0.1
CC(=O)Nc1cc2ccccc2cc1N1C(=O)c2ccc(C(=O)O)cc2C1=O	-12	-8	-0.2	0.0
Cc1ccc(C)c(NC(=O)CCc2c(C)nc3nc(CN)nn3c2C)c1	3	2	-1.9	-0.3
COc1ccc(S(=O)(=O)Nc2ccc(F)cc2F)cc1	3	-6	1.0	0.0
COc1ccc(-c2nnc3n2N=C(C(C)(C)C)CS3)cc1	-3	6	-0.2	0.7

Grouped by structure: the compounds so far containing fluorine (10)
canonical_smiles	TEAD-YAP block	MITF inh	GPR151 ag	FBW7 act
COc1cc(C(=O)OCC(=O)NCCc2ccc(F)cc2)cc(Br)c1O	11	15	-0.7	0.0
COc1ccc(-c2cc(C(F)(F)F)nc(-n3cc([N+](=O)[O-])c(C(N)=O)n3)n2)cc1	0	-3	-0.5	-0.1
CCC(=O)N1c2ccccc2-c2nnc(SC)nc2OC1c1ccccc1F (stereo not given)	12	-3	-0.7	0.9
COc1ccc(CC(=O)NCCN2CCN(c3ccccc3F)CC2)cc1OC	11	4	0.2	0.1
O=C(NCc1cccc(C(F)(F)F)c1)c1ccnc(NCc2ccc3c(c2)OCO3)c1	12	25	-2.7	0.4
CCOc1ccc(/C(O)=C2/C(=O)C(=O)N(CCCN3CCOCC3)C2c2ccc(F)cc2)cc1C (stereo not given)	-7	-6	0.3	-0.1
CCCCC(=O)NC1(C(F)(F)F)C(=O)Nc2c1c(=O)[nH]c(=O)n2-c1ccc(C)c(C)c1 (stereo not given)	-1	1	0.0	0.0
CC(=O)N/C(=C\c1ccc(F)cc1)C(=O)OC(C)C	2	2	0.4	-0.1
COC(=O)c1ccccc1NC(=O)CSc1nc2c(sc(=S)n2Cc2ccco2)c(=O)n1-c1ccc(F)cc1	-8	-5	-1.2	-0.1
COc1ccc(S(=O)(=O)Nc2ccc(F)cc2F)cc1	3	-6	1.0	0.0

(next part)
canonical_smiles	TEAD-YAP block	MITF inh	GPR151 ag	FBW7 act
O=C(NCc1cccnc1)c1cccc(N2CCN(Cc3ccc4c(c3)OCO4)CC2)n1	-1	0	3.5	0.1
Cc1cc(I)ccc1NC(=O)c1cccc(Br)c1	-3	38	1.2	-0.4
CC(C)C(=O)Nc1cc(-c2nc3ncccc3o2)ccc1Cl	-12	-6	0.5	-0.2
Cc1cnc(SCc2cnc(C)nc2N)nc1	10	3	2.6	0.0
COc1ccc(CCn2c(=S)[nH]c3cc(OC)c(OC)cc3c2=O)cc1OC	-10	0	-0.5	0.0
Fc1ccc(COc2cccc(-c3n[nH]c(=S)o3)c2)cc1	-6	-14	-2.6	0.1
N#CC1(C#N)[C@H](c2cccc(Br)c2)[C@@H](C(N)=O)N2c3ccccc3C=C[C@@H]21	8	5	0.5	-0.1
COCC(=O)N1CCCC(c2nc(N3CCOCC3)ncc2-c2cc(C)no2)C1 (stereo not given)	-10	-14	-0.9	-0.1
Cc1ccc(CCC(=O)Nc2ccc(C(=O)O)cc2)o1	-6	20	0.1	-0.3
CCN(CC)S(=O)(=O)c1ccc(C(=O)N2CCOCC2)cc1	-7	9	-0.3	0.0
CC(C)(C)c1csc2ncc(C(=O)NOCc3ccc(F)cc3C(F)(F)F)c(=O)n12	7	17	-0.5	0.3
NC(=O)CSc1nnnn1-c1ccccc1	6	0	-0.5	0.0
CCN1C(=O)NC2C1NC(=O)N2CC (stereo not given)	6	11	-0.7	0.7
COCCCN1C(=O)/C(=C\c2cc(Br)ccc2OC)C(C(=O)OC)=C1C	-1	-3	-1.7	-0.1
COc1ccc(C(CC(=O)N2CCOCC2)NS(=O)(=O)c2ccc(C)cc2)cc1 (stereo not given)	-7	-6	0.3	0.0
COc1ccc(C(=O)Nn2c(SCC(=O)NCc3ccccc3)nc3ccccc3c2=O)cc1	74*	-4	0.2	0.0
O=[N+]([O-])c1ccc(/C=N/N=c2\ccn(O)c3ccccc23)cc1	-2	-6	-0.9	0.1
Clc1cccc(CNCCCN2CCOCC2)c1	2	1	-0.3	-0.2
CCOc1nonc1NC(=O)CSc1nc2ccccc2[nH]1	-1	-2	-0.2	-0.1
COc1ccc(C2/C(=C(/O)c3ccc(Cl)cc3)C(=O)C(=O)N2CCO)cc1 (stereo not given)	-3	3	-0.6	-0.2
CCc1ccc(NC(=O)CSc2nc3cc(C(=O)OC)ccc3c(=O)n2CCN2CCOCC2)cc1	8	3	0.2	0.0
CC1CCCCC12NC(=O)N(CC(=O)Nc1cc(Cl)cc(Cl)c1)C2=O (stereo not given)	1	2	-0.4	0.3
CCOCCCNC(=O)c1cc(Sc2ccc(C)cc2)nc2ccccc12	1	-1	2.7	0.0
COc1cccc(NC(=O)Nc2ccc(Br)cc2F)c1	-72	7	1.0	0.6
O=C(c1cnn2c1NC(c1cccs1)CC2C(F)(F)F)N1CCN(C(c2ccccc2)c2ccccc2)CC1 (stereo not given)	-12	6	0.1	-0.1
Nc1ccc2c(c1)OC1(CCCCC1)O2	25	-11	-0.5	-0.1
COc1cc(-c2ccc3c(-c4cnn(C)c4)[nH]nc3n2)cc(OC)c1OC	-9	16	-0.2	0.0
CCOC(=O)c1cnc2c(OC)cccc2c1Nc1cc(C)ccc1OC	-3	-11	0.9	-0.1
O=C(NCCS(=O)(=O)N1CCN(CCc2ccccc2)CC1)c1ccc(Cl)cc1	3	16	-1.1	0.5
CCc1cccc2c(=O)c(C(=O)NC3CCCC3)c[nH]c12	-15	-13	-0.2	-0.2
N=C1/C(=C\c2ccc(Br)o2)C(=O)N=C2SC(N3CCCCC3)=NN12	-9	11	-0.2	0.0
CCOC(=O)c1sc(NC(=O)c2cccc([N+](=O)[O-])c2)c(C(=O)OCC)c1C	4	7	2.1	0.1
Nc1nc2n(n1)C(c1ccc(Cl)cc1)CC(c1ccccc1)N2 (stereo not given)	-4	-5	0.6	0.0
COC(=O)C(C(=O)NCc1cccnc1)C1CCCC1 (stereo not given)	4	-14	0.3	0.2
COc1cc(CN2CCC3(CC2)CC3C(=O)Nc2ccc3sc(C)nc3c2)ccc1F (stereo not given)	-1	-7	-0.2	-0.4
CC(C)(C)C1=NN(CC(=O)N2CCNC(=O)C2)C(=O)c2cc3sccc3n2C1	9	14	0.5	0.0
O=C(C1COc2ccccc2O1)N1CCC(Oc2nc3ccccc3s2)CC1 (stereo not given)	1	7	-0.2	0.2
Cc1ccc(S(=O)(=O)NC(C)(C)CSc2nncn2NC(=O)c2ccccc2)cc1	8	10	2.9	0.0
c1cncc(-c2noc(-c3cccs3)n2)c1	-41	1	-4.8	0.1
CCc1c(C)nc(N)n2c(SCC(=O)c3ccc(F)cc3)nnc12	-9	-10	-0.1	0.1
